# Bioassay records deposited in PubChem by several laboratories.
# GPR55 beta-arrestin: GPR55 agonists via beta-arrestin recruitment, primary screen, imaging, U2OS cells, beta-arrestin-GFP redistribution (AID 1961). U2OS GPR55 beta-arrestin-GFP redistribution imaging; higher % means a stronger effect. one-dose activation, % at 10 µM; EC50 in µM for titrated hits. 290,000 tested, 0.048% active;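 active = activation above 40% with more than 50 cells counted in the well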;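 also: U2OS osteosarcoma cells stably expressing GPR55 and beta-arrestin-GFP; plate controls were DMSO negative control for no effect and LPI positive control for full effect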
# GPR55 antagonists: inhibition of LPI-stimulated GPR55 beta-arrestin translocation – imaging, U2OS, beta-arrestin-GFP, LPI agonist, primary screen (AID 2013); U2OS GPR55 beta-arrestin-GFP translocation imaging, LPI antagonism; higher % means a stronger effect; inhibition, % at 10 µM, or IC50 in µM where a hit was titrated; 290,000 tested, 0.13% active;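 active = spots per cell inhibited over 60%, with over 100 cells counted and total cytoplasm intensity under 500,000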;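 also: U2OS cells stably carrying GPR55 and arrestin-GFP stimulated by 5 µM LPI near EC80; imaged beta-arrestin-GFP aggregate spots per cell after agonist stimulation; plate controls were LPI-stimulated DMSO wells for no effect and DMSO wells without LPI for full effect; some results filed as inactive read as strong as hits; confirmed hits need IC50 under 10 µM and bright autofluorescent wells are also inconclusive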
# KOR beta-arrestin-1: KOR antagonists, beta-arrestin recruitment, cell-based, luminescence, uHTS (AID 1778) | KOR beta-arrestin recruitment, luminescence, antagonist mode; higher % means a stronger effect | one-dose inhibition, % at 10 µM; IC50 in µM for titrated hits | 290,000 tested, 0.091% active; in the data active = inhibition above about 50%; also: strong numbers were not always called active
# NS5 inhibitors: flavivirus cap methylation enzyme inhibition – biochemical, confirmation dose response, primary screen (AID 588689) | Dengue-2 NS5 methyltransferase capping enzyme assay, biochemical; higher % means a stronger effect | one-dose inhibition, % at 25 µM; IC50 in µM for titrated hits | 340,000 tested, 0.3% active; in the data active = a potency from the dose series
# GPR35 antagonists: GPR35 antagonists blocking zaprinast-driven arrestin recruitment, primary screen, imaging, U2OS, beta-arrestin-GFP, zaprinast agonist (AID 2058). U2OS GPR35 beta-arrestin-GFP translocation imaging, zaprinast antagonism; higher % means a stronger effect. inhibition, % at 10 µM; hits with a dose series show IC50 in µM. 290,000 tested, 0.052% active;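 active = inhibition of at least 50% with at least 30 cells and total cytoplasm GFP at most 10,000,000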
# NOD1 NF-kB reporter: NOD1 signaling inhibitors, primary screen, cell-based, luminescence, uHTS (AID 1578); NOD1-driven NF-kB luciferase reporter cells, luminescence; higher % means a stronger effect; inhibition, % at 4 µM; hits with a dose series show EC50 in µM; 290,000 tested, 1% active; in the data active = inhibition mostly above about 36%, no sharp cut-off; inactive = mostly below about 34%;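 also: HEK-293T reporter cells stimulated with the NOD1 agonist gamma-tri-DAP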
# KOR beta-arrestin-2: KOR agonists, beta-arrestin recruitment, primary screen, cell-based, luminescence, uHTS (AID 1777); KOR beta-arrestin recruitment, luminescence; higher % means a stronger effect; activation, % at 10 µM; hits with a dose series show EC50 in µM; 280,000 tested, 0.02% active; in the data active = activation above about 50%, passing the limit was not always enough; also: a part of the inactive calls stands beside numbers as strong as those of hits
# HIV peptide binding: inhibitors of HIV fusion peptide binding, primary screen, biochemical, uHTS, fluorescence dequenching (AID 1986); cell-free peptide binding, fluorescence dequenching, 30 min; higher % means a stronger effect; inhibition, % at 20 µM, or IC50 in µM where a hit was titrated; 290,000 tested, 0.3% active; in the data active = inhibition mostly above about 52%, no sharp cut-off; inactive = mostly below about 76%; also: some results filed as inactive read as strong as hits
# West Nile virus CPE: inhibition of WNV-induced cytopathic effect – cell-based, CPE readout (AID 1621); West Nile virus-infected cells, CPE inhibition; higher % means a stronger effect; CPE inhibition, % at 10 µM, or IC50 in µM where a hit was titrated; 290,000 tested, 0.02% active; in the data active = a potency from the dose series; also: strong numbers were not always called active
# NS5 inhibitors pilot replicate: also measured in NS5 inhibitors; calls as there; inhibition, %; measured here: pilot screen replicate inhibition
# The depositor's hits bear a star; . = no result given; [ ] = another dose, or the depositor's remark. Not all compounds are listed; rates above refer to the full screens.
SMILES,GPR55 beta-arrestin,GPR55 antagonists,KOR beta-arrestin-1,NS5 inhibitors,GPR35 antagonists,NOD1 NF-kB reporter,KOR beta-arrestin-2,HIV peptide binding,West Nile virus CPE,others
COc1cccc(C2C([N+](=O)[O-])=C(N)Oc3cc(C)oc(=O)c32)c1 (centres undefined),0.5%,-8%,8%,2%,5%,1%,1.3%,2.6%,0.1%,
COc1ccc(C2c3ccc(O)cc3Oc3ncn4nc(-c5ccncc5)nc4c32)cc1OC (centres undefined),0.3%,5%,3%,2%,9%,-3%,.,-2.3%,-0.7%,
COc1cc(NC(=O)c2ccc(-c3csc(C)n3)cc2)c(OC)cc1Cl,0.2%,-14%,-69%,-10%,-3%,-41%,0.2%,-1.2%,-0.2%,
COc1ccc(S(=O)(=O)Nc2ccc(NC(C)=O)cc2)cc1[N+](=O)[O-],-0.1%,-4%,18%[20 µM],-11%,8%,-24%,.,-0.5%,0.4%,
Cc1nn(C)cc1C(=O)Nc1cc(Oc2ccc(Cl)cc2)cc([N+](=O)[O-])c1,0.0%,1%,-1%,1%,-8%,-74%,6.9%,0.2%,-0.6%,
CC(OC(=O)CCCc1nc2ccccc2s1)C(=O)NC(N)=O (centres undefined),1.3%,3%,34%,-3%,7%,-6%,-6.9%,0.4%,0.8%,
COc1ccc(N2CCN(Cc3nc(Cc4cccc(F)c4)no3)C(C)C2)cc1 (centres undefined),0.2%,6%,-3%,-3%,-1%,-31%,-2.4%,-0.8%,-0.6%,
Cc1[nH]n(-c2ccc([N+](=O)[O-])cc2)c(=O)c1/C=N/N1CCOCC1,0.0%,8%,4%[20 µM],-1%,0%,-26%,1.4%,-1.2%,-0.7%,
CCCC(=O)n1nc(-c2ccc(OC)cc2)nc1N,-0.1%,-6%,-9%,-6%,11%,-23%,-0.4%,0.2%,0.0%,
Cc1c(C(O)CN2CCN(Cc3ccc4c(c3)OCO4)CC2)c2ccccc2n1C (centres undefined),0.2%,20%,28%,2%,17%,-3%,-2.0%,4.6%,0.5%,
COc1ccc(N2CC(C(=O)N/N=C/c3ccc([N+](=O)[O-])cc3)CC2=O)cc1 (centres undefined),-0.4%,10%,-16%,.,-4%,-33%,-2.1%,-1.1%,-0.6%,
CC1CCN(c2nc3c(c(=O)n(C)c(=O)n3C)n2CCSc2nc3ccccc3o2)CC1,-0.1%,-2%,-7%,.,10%,-23%,-2.2%,0.7%,-0.1%,
O=C(NCc1ccc(OC(F)(F)F)cc1)C1CC(c2c(Cl)cccc2Cl)=NO1 (centres undefined),-0.1%,-6%,-20%,-4%,1%,-26%,0.6%,3.9%,0.0%,
CC1(C)Cc2ccccc2-c2nnc(SCC(=O)N3CCc4ccccc43)n21,0.2%,18%,-156%,3%,2%,26%,-5.5%,-1.1%,-0.5%,NS5 inhibitors pilot replicate=-0.8
Cc1cccc(NC(=O)c2cc(-c3cc(C)c(C)cc3O)n[nH]2)c1,0.0%,9%,22%,-3%,5%,-7%,-18%,-2.1%,-0.2%,
CCOc1ccccc1NC(=O)N1CCCC1C(=O)Nc1ccc(NC(C)=O)cc1 (centres undefined),0.3%,19%,20%,-2%,-2%,1%,1.0%,8.3%,-0.1%,
CSc1nnnn1-c1cccc(O)c1,0.1%,23%,46%,-3%,12%,-20%,-7.6%,-2.1%,0.6%,
O=C(CCNC(=O)N1CC(=O)Nc2ccccc21)NCc1cccc(Cl)c1,0.3%,6%,7%,-5%,6%,-12%,-0.5%,1.1%,0.0%,
NS(=O)(=O)c1ccc(CCNC(=O)c2ccc(Cl)nc2)cc1,-0.1%,-1%,1%,-1%,-6%,2%,-2.1%,-2.6%,0.0%,
CS(=O)(=O)NNC(=O)c1csc(Cc2c(Cl)sc3ccc(Cl)cc23)n1,-0.1%,9%,-2%,-5%,6%,-11%,12%,-0.6%,-0.1%,
CC(=O)Nc1ccc(N2CCN(c3ccc(F)cc3)CC2)cc1,0.0%,15%,15%,-3%,10%,0%,-0.8%,1.0%,-0.3%,
CC(C)N1CCc2c(sc(NC(=O)c3ccc(S(=O)(=O)N4CCOCC4)cc3)c2C#N)C1,-0.1%,-4%,15%,-25%,-9%,-7%,-3.5%,22%,0.0%,
CCC1(C)OC(=O)N(CCCn2ccnc2C)C1(C)O (centres undefined),0.7%,19%,-1%,-4%,4%,-17%,-1.6%,-0.9%,-0.2%,
COc1ccc(NC(=O)CC2SC(=NCC3CCCO3)NC2=O)cc1 (centres undefined),-0.2%,-11%,4%,4%,-7%,-10%,-0.8%,5.6%,-0.6%,
COc1ccc(O)c(/C=N/NC(=O)c2ccc(N3CCCC3=O)cc2)c1,0.5%,5%,-18%,-10%,8%,16%,-4.1%,1.1%,-0.2%,
Cc1ccc(NS(=O)(=O)c2ccc(-n3cccn3)cc2)nc1,-0.2%,5%,10%,-6%,4%,-16%,3.0%,-2.2%,0.5%,
COc1ccc(/C=N\NC(=O)CCN2CCN(c3ccccc3)CC2)cc1OC,0.2%,8%,-22%,3%,2%,.,2.7%,-3.3%,-0.2%,
O=C(c1cc[n+]([O-])cc1)N1CCc2c([nH]c3ccccc23)C1c1ccccc1Cl (centres undefined),0.1%,10%,-18%,.,10%,-16%,3.2%,-0.8%,-0.3%,
O=C(O)C1CCCCC1C(=O)Nc1ccc2c(c1)OCCO2 (centres undefined),-0.1%,2%,-41%,-1%,0%,-26%,0.4%,3.2%,0.1%,
CSc1ccccc1NC(=O)c1cccnc1,-0.2%,18%,-32%,-7%,2%,-14%,-1.8%,0.2%,0.1%,
COc1ccc(OCC(=O)Nc2ccc(S(=O)(=O)N3CCCC3)cc2)cc1,0.0%,9%,8%,2%,-6%,-20%,-1.7%,0.7%,-0.6%,
O=C(Nc1ccccc1Cl)NC1(C(=O)NCc2ccncc2)CCCCC1,0.3%,-4%,14%,-4%,7%,-20%,-1.8%,-0.1%,-0.4%,
COC(=O)c1ccccc1Oc1ccc(NC(=O)C(C)(C)CCl)cc1,0.1%,2%,-54%,0%,0%,-41%,3.4%,-1.3%,0.2%,
CCOc1ccccc1Oc1c(C)oc2c(CN3CCN(CCO)CC3)c(O)ccc2c1=O,-0.1%,10%,-21%,8%,5%,-7%,-1.7%,-2.1%,-0.1%,
Cc1noc(C)c1COc1cccc(C(=O)OCC(=O)NC(=O)c2ccc(OC(F)F)cc2)c1,-0.4%,2%,.,-9%,-5%,-23%,0.7%,2.3%,-0.7%,
O=C(CCN1CCN(CCO)CC1)Nc1ccc(C2CCCC2)cc1,0.5%,2%,-17%[20 µM],-14%,-15%,-24%,-4.1%,-0.2%,0.2%,
N#Cc1ccc(CSc2ccccn2)c(Cl)c1,0.6%,-2%,16%,-4%,-7%,-37%,-3.2%,0.4%,1.1%,
CCOC(=O)C1=C(C)NC(=O)NC1C (centres undefined),-0.1%,-1%,18%,-3%,4%,-5%,-3.0%,-1.3%,-0.1%,
Cc1ccc(N2CCN(S(=O)(=O)c3ccc(F)cc3)CC2)c(C)c1,-0.5%,14%,32%,1%,0%,-34%,5.0%,-1.0%,-0.3%,
O=C(CNC(=O)c1ccc2c(c1)OCO2)N/N=C/c1cccc([N+](=O)[O-])c1,-0.1%,0%,24%,.,-3%,-59%,-3.4%,-2.0%,0.0%,
Cc1csc(-c2cccnc2)n1,-0.2%,8%,8%,-10%,7%,-29%,-2.6%,0.1%,0.0%,
COc1ccc(N(CC(=O)Nc2cccnc2)S(=O)(=O)c2ccccc2)cc1OC,-0.1%,-16%,-10%,-9%,-1%,-24%,-4.0%,0.3%,-0.8%,
CCOC(=O)C1CCN(C(C(=O)NC2CCCCC2)c2ccc(OC)cc2)CC1 (centres undefined),0.3%,7%,42%,1%,-7%,-22%,1.1%,0.0%,-0.9%,
Cc1nc2ccccc2c2oc(C(=O)N3CCN(C4CCCCC4)CC3)cc12,0.3%,-2%,18%,3%,4%,-6%,-2.0%,-2.6%,-0.2%,
C=CCSc1n[nH]c(-c2ccc(OCCCC)cc2)n1,-0.1%,0%,17%,-4%,12%,-37%,-2.4%,0.7%,0.1%,
CC(C)n1nnnc1SCC(=O)Nc1ccccc1N1CCOCC1,0.5%,7%,-1%,-1%,11%,0%,14%,14%,0.2%,
CCOC(=O)c1sc(=S)n(-c2ccccc2)c1N(C(C)=O)C(C)=O,1.0%,2%,22%,.,-1%,-4%,-3.6%,8.4%,0.5%,
CCOC(=O)C1=c2s/c(=C\c3cccnc3)c(=O)n2C(N)=C(C(=O)OC)C1c1cccnc1 (centres undefined),0.2%,4%,-14%,1%,3%,-12%,-3.9%,-2.2%,1.3%,

# Three entries picked at random from those above:
SMILES,GPR55 beta-arrestin,GPR55 antagonists,KOR beta-arrestin-1,NS5 inhibitors,GPR35 antagonists,NOD1 NF-kB reporter,KOR beta-arrestin-2,HIV peptide binding,West Nile virus CPE,others
Cc1ccc(N2CCN(S(=O)(=O)c3ccc(F)cc3)CC2)c(C)c1,-0.5%,14%,32%,1%,0%,-34%,5.0%,-1.0%,-0.3%,
CC(OC(=O)CCCc1nc2ccccc2s1)C(=O)NC(N)=O (centres undefined),1.3%,3%,34%,-3%,7%,-6%,-6.9%,0.4%,0.8%,
COc1ccc(N(CC(=O)Nc2cccnc2)S(=O)(=O)c2ccccc2)cc1OC,-0.1%,-16%,-10%,-9%,-1%,-24%,-4.0%,0.3%,-0.8%,

# Other compounds follow:
SMILES,GPR55 beta-arrestin,GPR55 antagonists,KOR beta-arrestin-1,NS5 inhibitors,GPR35 antagonists,NOD1 NF-kB reporter,KOR beta-arrestin-2,HIV peptide binding,West Nile virus CPE,others
COc1cccc(C2=NN(C(=O)c3ccccc3)C(O)(C(F)(F)F)C2)c1 (centres undefined),0.0%,-2%,-13%,-18%,-4%,-13%,1.8%,1.2%,.,
C1=C(c2ccccc2)Nc2nnnn2C1c1cccs1 (centres undefined),-0.1%,30%,16%,-2%,-9%,-21%,1.2%,-2.6%,0.2%,
COc1ccccc1N1CCN(C(=O)CCSCc2ccccc2F)CC1,-0.3%,19%,5%,1%,4%,-7%,-5.0%,0.0%,-0.5%,
CCn1c(CCNC(=O)c2ccc(OC)cc2)nnc1SCc1ccc(Cl)cc1Cl,0.4%,8%,-7%,-4%,-7%,-13%,4.2%,0.4%,-1.4%,
CC(C)OCCCN(C)C1CCN(S(=O)(=O)c2ccc(-c3cc(C(F)(F)F)no3)s2)CC1,-0.2%,12%,-8%,-1%,-7%,-47%,2.0%,0.6%,-2.1%,
COC(=O)CCCCCCCCCCN1CCCCC1,0.2%,2%,8%,-4%,-5%,-21%,-4.3%,1.2%,-0.6%,
N=C1/C(=C/c2cccs2)C(=O)N=C2SN=C(SCc3ccccc3)N12,-2.3%,22%,-15%,-12%,2%,80%*,0.9%,68%,0.7%,
O=C(CSc1nncc2ccccc12)Nc1cccc(C(=O)O)c1,-0.1%,9%,-15%,2%,-2%,-11%,3.5%,2.8%,1.5%,
